# Kir21 block = inhibitors of mouse Kir2.1 inward-rectifier potassium channel | B-score at 10 µM | AID 1672, 2009 | HEK293-Kir2.1, FluxOR thallium flux fluorescence; active compounds read low | 0.85% of 310,000 active;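 active means fluorescence ratio B-score at or below minus 3 SD of library scores, with starting-brightness B-score within 2 SD, cut at about -4.2 in these data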;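 further: channel flux triggered by added potassium and thallium sulfate stimulus; B-score of peak minus minimum fluorescence over baseline after thallium stimulus; more negative B-score means stronger Kir2.1 block with less thallium influx; some compounds called inactive have numbers as strong as hits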
# Target sequence (P35561 whole entry, looked up): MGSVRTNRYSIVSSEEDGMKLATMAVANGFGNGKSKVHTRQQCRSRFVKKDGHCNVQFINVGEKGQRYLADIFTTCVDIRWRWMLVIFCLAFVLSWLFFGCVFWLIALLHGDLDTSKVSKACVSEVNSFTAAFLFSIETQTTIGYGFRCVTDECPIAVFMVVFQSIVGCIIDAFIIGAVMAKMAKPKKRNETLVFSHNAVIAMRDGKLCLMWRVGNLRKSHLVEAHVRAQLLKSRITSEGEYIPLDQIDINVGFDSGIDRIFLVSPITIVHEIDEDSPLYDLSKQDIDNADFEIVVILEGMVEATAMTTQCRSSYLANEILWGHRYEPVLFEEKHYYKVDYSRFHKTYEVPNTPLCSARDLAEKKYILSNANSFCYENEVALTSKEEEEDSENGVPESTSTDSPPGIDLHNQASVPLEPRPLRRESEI
# KCNQ2 inh = KCNQ2 potassium channel inhibitors, primary screen, cell-based, CHO-K1, FluxOR thallium flux, B-score (AID 2156); B-score at 10 µM; 20 min; active compounds read low; 1.1% of 310,000 active; Potassium voltage-gated channel subfamily KQT member 2 (Rattus norvegicus), O88943;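 active means fluorescence ratio B-score at most minus 3 library SDs, with starting brightness B-score within 2 library SDs, cut at about -5.5 in these data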
# The depositor's hits bear a star; i = inactive. Not a hit list; 1.8% or so of the library scored in one or more.
SMILES,Kir21 block,KCNQ2 inh
O=C(Cc1ccccc1)Nc1ccc(N2CCN(Cc3ccccc3F)CC2)cc1,2.04,i
Cc1ccc(S(=O)(=O)NCC(=O)NC2CC2)cc1,0.7,i
O=C(Nc1ccccc1N1CCN(C(=O)c2ccccc2)CC1)c1ccc(Br)o1,-0.84,i
COc1ccc(N(C(=O)c2ccco2)C(C(=O)NC2CCCC2)c2ccncc2)cc1OC (stereo not drawn),-0.24,i
CC(=O)NCCn1c(SCC(=O)c2ccc(Cl)cc2)nc2ccccc2c1=O,0.03,i
COc1cc2c(cc1OC)-c1cc(Nc3ccccc3Br)nc(=O)n1CC2,0.47,i
COCCNC(=O)CSC1=N/C(=C/c2ccc(Cl)c(Cl)c2)C(=O)N1c1ccccc1F,1.62,i
NNC(=O)c1oc2nc(-c3ccccc3)cc(-c3ccccc3)c2c1N,-0.03,i
CC(Oc1ccccc1Cl)C(=O)Nc1ccccc1C(=O)N1CCOCC1 (stereo not drawn),-1.2,i
O=C(NC(=S)Nc1ccccc1N1CCCC1)c1ccccc1[N+](=O)[O-],1.04,i
Cc1cc(C(=O)Nc2ccc(C)c(C)c2)n(-c2ccccc2)n1,-0.96,i
CCOc1ccc(Br)cc1C(=O)N/N=C/c1ccccn1,-0.29,i
COc1ccc(-c2nc(N)n(C(=O)Cc3ccccc3)n2)cc1,-2.31,i
Cc1cc(C)c(S(=O)(=O)c2ccccc2)c(N2CCOCC2)n1,0.69,i
COc1ccc(OC)c(S(=O)(=O)NCc2cc(-c3ccccc3)no2)c1,-1.14,i
O=C(CCN1CCCO1)N1CCCC(N2CCN(c3cccc(C(F)(F)F)c3)CC2)C1 (stereo not drawn),-2.31,i
CN(C)c1ccc(C(=O)NCC2CCCO2)cc1 (stereo not drawn),1.49,i
COc1ccc(Cn2cc([N+](=O)[O-])nc2C)cc1[N+](=O)[O-],1.08,i
Cc1c(C(=O)NCc2ccccn2)sc2nc(-c3ccccc3)cn12,-0.67,i
COc1ccc(NC2CCCN(C(=O)c3cccnc3SC)C2)cc1OC (stereo not drawn),0.35,i
COC(=O)c1ccc(NC(=S)N2CCN(Cc3ccc(Cl)cc3)CC2)cc1,0.24,i
COc1ccc(CNC(=O)COc2ccc(C(=O)c3ccc(F)cc3)cc2)cc1,-1.49,i
CN(C)C(=O)C#Cc1ccccc1,0.18,i
Cc1ccccc1CNC(=O)C1CCCN(c2cnccn2)C1 (stereo not drawn),-1.34,i
Cc1ccccc1-c1nc(CN(C)C(C)c2ccon2)c(C)o1 (stereo not drawn),-0.71,i
Cc1sc2nc(SCC(=O)N3CCOCC3)[nH]c(=O)c2c1-c1ccccc1,1.24,i
Cc1ccc(C(=O)NCC(=O)NNC(=O)CN(C)S(=O)(=O)c2ccc(Cl)cc2)s1,-0.5,i
COc1ccccc1C1CCN(C(=O)C2CCCCC2)CC1,-1.07,i
CCCCc1ccc(Nc2ncccc2C#N)cc1,0.32,i
O=C(Nc1cccc(F)c1)C1C2C=CC3(CN(CCCN4CCOCC4)C(=O)C13)O2 (stereo not drawn),0.02,i
C#CCOCCOCCOCCNc1nc(N2CCN(C(=O)[C@H]([C@@H](C)CC)n3cc([C@@H](N)CC(C)C)nn3)CC2)nc(N2CCN(C(=O)[C@H](Cc3ccc(O)cc3)n3cc([C@@H](N)CC(C)C)nn3)CC2)n1,0.08,i
COc1cc(C(=O)Nc2ccccn2)cc(OC)c1OC,0.69,i
Cc1nc(CSc2ccccc2)cc(=O)[nH]1,-0.53,i
Cc1ccc(-c2cc(=O)[nH]c(NCc3ccccc3)n2)cc1,-1.96,i
Cc1cccc(C)c1NC(=S)N/N=C/c1c(Cl)cccc1Cl,0.58,i
CC(C)/C(=N\NS(=O)(=O)c1ccc(Br)cc1)c1cccs1,-2.03,i
CCn1cc(CCC(=O)NCc2ccccc2OC)c2ccccc21,-6.67*,i
O=C(CSc1ccc(Cl)cc1)NNC(=O)c1cccnc1,0,i
COCCNC(=O)CN1CCC(NC(=O)Nc2ccccc2)CC1,-0.49,i
O=C(CN(C(=O)CNC(=O)c1ccco1)c1ccc(F)c(Cl)c1)NC1CCCCC1,0.02,i
Cc1cc(Nc2ccccc2)n(C(=O)c2ccccc2)n1,0.83,i
Cc1c(NC2=NC(C)(C)Cc3ccccc32)c(=O)n(-c2ccccc2)n1C,-1.11,i
COC(=O)CC1SCCNC1=O (stereo not drawn),0.95,i
Cc1ccc(Nc2nc3ccccc3n3cnnc23)cc1Cl,-0.74,i
Cc1cccc(C)c1OCc1cc(C(=O)NCc2ccc(Cl)s2)no1,0.01,i
O=C(CN1C(=O)c2ccccc2S1(=O)=O)c1ccccc1,-0.03,i
COc1ccc(CCNC(=O)C2CCN(S(=O)(=O)c3ccc(OC)cc3)CC2)cc1,0.37,i
O=C1/C(=C/c2cccnc2)SC(=S)N1CCc1ccccc1,-0.96,i
COC(=O)c1c(C)[nH]c(C(=O)OCC(=O)NCC(C)C)c1C,0.35,i
COc1ccc2c3c([nH]c2c1)C(C)N(C(C)=O)CC3 (stereo not drawn),2.61,i
Cc1ccc(SCC(=O)OC(C)C(=O)NCc2ccccc2)cc1 (stereo not drawn),-0.18,i
O=C1c2[nH]nc(-c3ccccc3O)c2C(c2cccc(Cl)c2)N1Cc1ccco1 (stereo not drawn),1.92,i
CCOC(=O)c1ccc(-c2ccc(/C=N/NC(=O)CN(c3ccccc3Cl)S(C)(=O)=O)o2)cc1,1.56,i
CN(Cc1ccccc1)C(=O)COC(=O)c1cncc(Br)c1,0.17,i
O=C(Nc1ccccn1)C1CCN(S(=O)(=O)c2cccc3nonc23)CC1,0.7,i
CCC(C)(CCNC(=O)Cc1ccccc1)c1ccccc1OC (stereo not drawn),-1.67,i
COc1ccc(-c2cc(-c3ccc(O)cc3)nc(N)c2C#N)cc1OC,-1.97,i
COc1ccccc1-c1cc(C(F)(F)F)n2ncc(C(=O)N3CCc4ccccc4C3)c2n1,-0.34,-7.58*
O=C(CNC1=NCCC1)c1ccc2c(c1)OCCO2,2.65,i
C=CCn1c(C)cc(C(=O)Cn2ncc(Cl)c(Cl)c2=O)c1C,0.05,i

# Other records.
SMILES,Kir21 block,KCNQ2 inh
CCCc1nnc(SCC(=O)N2CCCCC2C)n1CCOC (stereo not drawn),-0.54,i
O=C(NNC(=O)c1ccccc1[N+](=O)[O-])c1cccs1,-0.86,i
O=C(NCc1ccco1)c1cc(-c2cccc(Cl)c2)on1,-0.23,i
O=C(NC12CC3CC(CC(C3)C1)C2)N1CCCC(CO)C1 (stereo not drawn),1.89,i
CC1=C/C(=C(/c2cc(C)c(O)c(Br)c2)c2ccccc2S(=O)(=O)O)C=C(Br)C1=O,0.94,i
Cc1ccc2cccc(O)c2[n+]1[O-],-0.34,i
CC(C)(C)NC(=O)NC(=O)CN1C(=O)NC(c2ccccc2)(c2ccccc2)C1=O,-1.62,i
O=C(NC1CCCCCC1)C1CCN(S(=O)(=O)c2cnc[nH]2)CC1,0.17,i
CC(=O)c1ccc(-c2nc3c4ccccc4ccn3c2C(C)=O)o1,0.51,i
CCOc1ccccc1NC(=O)CSc1nnc(-c2cnccn2)n1C,0.64,i
CC(C)CN1CN(Cc2ccccc2)CNC1=S,-3.89,i
O=C(c1ccoc1)N1CCCC(N2CCN(c3cccc(C(F)(F)F)c3)CC2)C1 (stereo not drawn),-0.94,i
CC(=O)NS(=O)(=O)c1ccc(N=c2ssc3c2-c2cc(C)ccc2NC3(C)C)cc1,1.29,i
CCOC(=O)C(NCc1ccc2c(c1)OCO2)(NC(=O)c1ccccc1)C(F)(F)F (stereo not drawn),1.12,i
Cc1cc(C(=O)N2CCCC(N3CCN(c4cccc(C(F)(F)F)c4)CC3)C2)no1 (stereo not drawn),0.12,i
CC1(C)CC(=O)C(C=NCCN2CCN(C(=O)c3ccc(Br)cc3)CC2)=C(O)C1,-0.04,i
COc1ccc(C2(C)NC(=O)NC2=O)cc1OC (stereo not drawn),0.13,i
COc1ccccc1C(=O)Nc1ccc2c(c1)OCCO2,0.97,i
O=C(NCC1CCCO1)c1ccccc1NC(=O)c1cccc2ccccc12 (stereo not drawn),0.38,i
CCOC(=O)c1cc(C)sc1/N=C/C1C(=O)CC(C)(C)CC1=O,-1.94,i

# Quoted from above (four entries):
SMILES,Kir21 block,KCNQ2 inh
CCCc1nnc(SCC(=O)N2CCCCC2C)n1CCOC (stereo not drawn),-0.54,i
O=C(NNC(=O)c1ccccc1[N+](=O)[O-])c1cccs1,-0.86,i
O=C(NCc1ccco1)c1cc(-c2cccc(Cl)c2)on1,-0.23,i
O=C(NC12CC3CC(CC(C3)C1)C2)N1CCCC(CO)C1 (stereo not drawn),1.89,i

# More compounds:
SMILES,Kir21 block,KCNQ2 inh
CCc1cccc2c(C=C(C#N)C#N)cn(CC(=O)N3CCCCC3)c12,0.82,i
O=C(COC(=O)c1ccccc1O)Nc1ccc(OC(F)F)cc1,0.21,i
Cc1[nH]c2c(Br)cccc2c1[C@H]1[C@@H](CC#N)C1(C)C,0.54,i
CC(C)=CCOc1ccc([C@@H]2COc3c(ccc4c3C=CC(C)(C)O4)C2)c(O)c1,1.36,i
Cn1nc(CC(=O)NCc2ccc(F)cc2)c2ccccc2c1=O,-2.03,i
CCOC(=O)CNC(=O)CSc1nnnn1-c1cc(C)ccc1C,0.65,i
CCCCCC(=O)NN=C1CCN(Cc2ccccc2)CC1,1.68,i
COc1ccc2c(c1)CC/C(=C\c1ccc(OC)c(Cn3cccn3)c1)C2=O,0.76,i
COC(=O)c1cc(-c2ccc(OC)cc2F)nc2nc(SC)[nH]c(=O)c12,1.3,i
COCC(O)CSc1c([N+](=O)[O-])nc(C)n1Cc1ccc(OC)c([N+](=O)[O-])c1 (stereo not drawn),-1.19,i
Cn1c(SCC(=O)c2ccccc2)nnc1-c1cnccn1,-0.75,i
COc1cc(CNCCO)ccc1OCCc1ccccc1,-1.31,i
O=C(CCC(=O)N(CC(=O)NC1CCCCC1)Cc1cccs1)Nc1ccccn1,-1.31,i
O=C(NC12CC3CC(CC(C3)C1)C2)N1CCN(C(=O)c2ccco2)CC1,0.45,i
COc1ccc(-c2nc(C#N)c(N3CCc4ccccc4C3)o2)cc1OC,-0.22,i
O=C(c1cc(-c2cccc(O)c2)on1)N1CCc2ccccc2C1,-0.79,i
Cc1cccn2c(=O)c3cc(C(N)=S)c(=N)n(CCCN4CCOCC4)c3nc12,-0.33,i
Cc1nn(CC(=O)Nc2nnc(CC(=O)N3CCCC3)s2)c(=O)c2ccccc12,0.52,i
COc1ccc(N2C(=O)C(Cl)=C(N(CCO)Cc3ccccc3)C2=O)cc1,-0.34,i
CC(C)(C)c1ccc(C(=O)NCC(=O)N2CCC3(CC2)NCCc2[nH]cnc23)cc1,-1.21,i
O=C(NNC(=O)c1cc(-c2ccncc2)nc2ccccc12)c1ccccc1O,1.55,i
CCCC(=O)NC(=S)Nc1nc(-c2ccc(OC)cc2)cs1,1.99,i
Cn1cc(S(=O)(=O)NCc2ccc(F)cc2)c(=O)n(C)c1=O,0.07,i
Cc1onc(-c2ccccc2Cl)c1C(=O)Nc1ccc(N2CCOCC2)cc1,0.71,i
CCC(OC(=O)c1nsc(Cl)c1Cl)C(=O)NC(C)(C)CC (stereo not drawn),1,i
O=c1c2ccccc2c(-c2cccc(C(F)(F)F)c2)nn1-c1ccccc1,0.09,i
COC(=O)[C@@]1(Cc2ccc(F)cc2)[C@H]2c3cc(C(=O)N(C)C)n(Cc4ccc(OC)c(OC)c4)c3C[C@H]2CN1C(=O)c1ccccc1,0.47,i
CC(=O)c1c(C(C)=O)c(C)n(NC(=O)c2ccc(Cl)cc2)c1C,-0.51,i
CCCN1CC=C2C(C#N)=C(N)C(C#N)(C#N)C(c3cccc(OC)c3OC)C2C1 (stereo not drawn),-4.68,i
CCc1c(C)nc2cc(-c3cc(OC)cc(OC)c3)nn2c1N1CCCC1,0.85,i
COc1ccc2c(c1)c(CC(=O)O)c(C)n2C(=O)c1ccc(Cl)cc1,0.67,i
CCOC(=O)C1CCN(C(=O)CCCOc2ccccc2)CC1,0.54,i
O=C(COC(=O)C12CC3CC(CC(C3)C1)C2)N1CCN(S(=O)(=O)c2ccccc2)CC1,-0.7,i
Clc1ccccc1OCCCCn1ccnc1,1.62,i
CCN(CC)CCN(C(=O)c1cc(Cl)sc1Cl)c1nc2cc3c(cc2s1)OCO3,0.43,i
COc1cc(NC(=O)N[C@@H](CCSC)C(=O)O)cc(OC)c1,-2.25,i
Cc1cc(C)nc(NNC2=CC(=[N+]3CCCCC3)CC(C)(C)C2)n1,1.87,i
COCCCNC(=O)CSc1nc2ccccc2c(=O)n1CCCN1CCCCC1,-1.53,i

# A different layout for some results above.
# Value order – Kir21 block	KCNQ2 inh
- COc1cc(NC(=O)N[C@@H](CCSC)C(=O)O)cc(OC)c1
    -2.25	i
- O=C(NNC(=O)c1cc(-c2ccncc2)nc2ccccc12)c1ccccc1O
    1.55	i
- CCC(OC(=O)c1nsc(Cl)c1Cl)C(=O)NC(C)(C)CC (stereo not drawn)
    1	i
- CC(=O)c1c(C(C)=O)c(C)n(NC(=O)c2ccc(Cl)cc2)c1C
    -0.51	i
- CCOC(=O)C1CCN(C(=O)CCCOc2ccccc2)CC1
    0.54	i
- Clc1ccccc1OCCCCn1ccnc1
    1.62	i

# High-throughput results: PubChem, Johns Hopkins Ion Channel Center
